Screening results (PubChem BioAssay)
15-hLO inh: inhibitors of human 15-lipoxygenase (ALOX15); purified 15hLO-1, xylenol orange hydroperoxide absorbance; Potency, µM (top dose mostly 57.1 µM), without a hit: top-dose activity change, negative = inhibition, actives largely listed as inhibitors; 1.4% of 74,000 active; further: potency means the concentration at half of the fitted maximal effect; on the % scale 0 is the no-effect control and ±100 the full control effect; nearly all actives have a fitted effect of over 55% in size
Target sequence (P16050 whole entry, looked up): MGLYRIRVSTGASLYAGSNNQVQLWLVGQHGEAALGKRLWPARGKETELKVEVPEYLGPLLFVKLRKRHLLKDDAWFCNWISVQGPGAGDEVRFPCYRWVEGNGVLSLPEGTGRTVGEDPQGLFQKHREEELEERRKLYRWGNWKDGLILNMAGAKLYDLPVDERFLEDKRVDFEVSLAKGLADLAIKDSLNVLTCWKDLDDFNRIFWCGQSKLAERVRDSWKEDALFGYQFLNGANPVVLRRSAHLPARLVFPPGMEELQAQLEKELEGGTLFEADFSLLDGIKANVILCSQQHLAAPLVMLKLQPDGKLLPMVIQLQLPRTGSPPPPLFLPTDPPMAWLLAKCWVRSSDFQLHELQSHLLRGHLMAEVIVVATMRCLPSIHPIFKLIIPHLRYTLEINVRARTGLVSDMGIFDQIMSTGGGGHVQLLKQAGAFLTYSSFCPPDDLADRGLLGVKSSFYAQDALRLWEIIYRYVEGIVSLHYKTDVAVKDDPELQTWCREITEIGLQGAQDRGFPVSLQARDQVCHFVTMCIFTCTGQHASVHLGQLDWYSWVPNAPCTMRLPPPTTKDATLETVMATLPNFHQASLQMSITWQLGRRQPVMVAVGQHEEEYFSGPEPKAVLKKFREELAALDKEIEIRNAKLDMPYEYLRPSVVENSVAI
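Purified human 15hLO-1 (40 nM) in 25 mM Hepes pH 7.5, 0.01% Triton X-100, preincubated 15 min RT with compound, then 50 uM arachidonic acid for 6 min. Hydroperoxide read by ferrous/xylenol orange, 30 min; 573/405 nm absorbance ratio gave progress.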
Hsp90 Hop PPI: changes Hsp90-Hop TPR2A binding signal, up or down; AlphaScreen TPR2A-His6 binding biotin-Hsp90 C-terminal peptide; Potency, µM (top dose mostly 57 µM), without a hit: top-dose activity change, negative = inhibition; 0.44% of 71,000 active; AID 595; active means well fitted curve in either direction with a large enough effect; inconclusive means small, poorly fitted or top-dose-only effect, or another doubt; further: potency means the concentration at half of the fitted maximal effect; on the % scale 0 is the no-effect control and ±100 the full control effect; many of its hits are not listed in these tables
HBB splice mod: alters splicing of the hemoglobin beta chain; HBB splicing reporter cell assay, activation; EGFP reporter with mutant IVS2-654 intron; response scale: normalised to 500 nM splice-correcting PNA; Potency, µM (titrated, usually from 46.1 µM), for the others: top-dose activation, most hits filed as activators; 0.06% of 65,000 active; further: potency means the concentration at half of the fitted maximal effect; 0% is about no effect
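HeLa cells stably expressing EGFP interrupted by mutant beta-globin intron 2 (IVS2-654), 500/well in 2% FCS. Treated with compound for 2 days at 37C. Splicing correction scored as total well GFP intensity (488 nm excitation, 500-520 nm emission); 500 nM antisense PNA served as control.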
Pol III holo inh: DNA polymerase III holoenzyme inhibition | Potency, µM (doses to about 57.1 µM), for inactives: top-dose activity change, negative = inhibition | 0.25% of 71,000 active | reconstituted DNA polymerase III holoenzyme replication, biochemical; further: potency means the concentration at half of the fitted maximal effect; on the % scale 0 is the no-effect control and ±100 the full control effect
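Reconstituted *E. coli* holoenzyme (0.35 nM Pol III, 1 nM beta, 154 nM SSB, 2 nM primase) was preincubated with compound for 15 min at RT. Synthesis on 1.4 nM ssM13Gori ran 35 min, then was stopped with PicoGreen/EDTA and read as dsDNA fluorescence.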
CRE Fsk mod: alters forskolin-stimulated CRE reporter signaling in CHO cells; CHO CRE-bla reporter (cAMP response element driving beta-lactamase), forskolin EC10, beta-lactamase ratio; Potency, µM (series often up to 38.2 µM), inactives show at the highest dose activity change, negative = inhibition, usual class: activators; 2.5% of 71,000 active; active means well fitted activation curve with a large enough effect in the signal ratio, with a control signal flat, not every such curve was filed as active; inconclusive means small, poorly fitted or top-dose-only effect, or effect the other way, or a change in a side signal; the % refers to the signal ratio; further: potency means the concentration at half of the fitted maximal effect; % of control where 0% means no effect
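qHTS titration format; CRE-bla CHO reporter; stimulus EC10 NKH 477, a water-soluble forskolin. Read: CCF4 460/530 nm ratio. Potency expressed as AC50 for activators or inhibitors.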
Tau fil binding: binds recombinant human tau filaments; AID 596; P10636; Potency, µM (series often up to 57.1 µM), for the others: top-dose activity change, negative = inhibition; 2% of 71,000 active; recombinant tau filaments, thioflavin S fluorescence, 15 h; filaments grown with octadecylsulfate alongside compound;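 further: potency means the concentration at half of the fitted maximal effect; on the % scale 0 is the no-effect control and ±100 the full control effect; actives lower thioflavin S fluorescence by blocking filaments or displacing dye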
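Assay mix: 1 uM His-tagged tau, 30 uM sodium octadecylsulfate, thioflavine S dye in HEPES/NaCl/DTT buffer. Compound is added prior to the inducer. Fluorescence after 15 h at 37 C.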
HADH2 inh: blocks human hydroxyacyl-CoA dehydrogenase type II | Q99714 | recombinant HADH2, NADH fluorescence, beta-hydroxybutyryl-CoA | Potency, µM (series often up to 57.1 µM), without a hit: at the top dose activity change, negative = inhibition, actives largely listed as inhibitors | 3.4% of 73,000 active; further: potency means the concentration at half of the fitted maximal effect; on the % scale 0 is the no-effect control and ±100 the full control effect; nearly all actives have a fitted effect of over 60% in size; many of its hits are not listed in these tables
Target sequence (Q99714 whole entry, looked up, one chain of several): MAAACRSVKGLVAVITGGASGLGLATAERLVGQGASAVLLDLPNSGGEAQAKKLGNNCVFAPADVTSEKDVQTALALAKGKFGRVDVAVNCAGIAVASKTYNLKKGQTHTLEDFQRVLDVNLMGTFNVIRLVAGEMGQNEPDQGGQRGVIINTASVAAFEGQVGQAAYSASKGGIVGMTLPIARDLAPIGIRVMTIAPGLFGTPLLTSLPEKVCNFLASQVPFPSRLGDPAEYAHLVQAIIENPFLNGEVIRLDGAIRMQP
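Read-out: 360 nm excitation, 450 nm emission, kinetic over 4 min. Conditions: His-tagged human HADH2 20 nM, pH 9.0 Tris with Tween-20, 1 mM NAD+, 90 uM beta-hydroxybutyryl-CoA.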
Luciferase inh: inhibitors of firefly luciferase. P08659. purified firefly luciferase, luminescence, 8 min. Potency, µM (top dose mostly 57.1 µM), for inactives: at the highest dose activity change, negative = inhibition, usual class: inhibitors. 2.2% of 72,000 active. AID 411; further: potency means the concentration at half of the fitted maximal effect; on the % scale 0 is the no-effect control and ±100 the full control effect; nearly all actives have a fitted effect of over 40% in size
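qHTS concentration-response profiling: light output of P. pyralis luciferase with luciferin and 10 uM ATP, imidazole buffer pH 7.2. Read by luminescence after 8-min room-temperature incubation.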
UbGFP stabilizer: ubiquitin-GFP accumulation via proteasome inhibition; Ubiquitin-GFP reporter cells, proteasome inhibition, GFP fluorescence; response scale: untreated = 0%, 10 µM MG-132 = 100%; Potency, µM (titrated, usually from 45.9 µM), inactives show top-dose activation (GFP accumulation), hits mostly activators; 67,000 tested, under 10 active; AID 526; active means well fitted activation curve with a large enough effect, not every such curve was filed as active; inconclusive means small, poorly fitted or top-dose-only effect, or another doubt; inactive means no such curve, though single readings can be large or run the other way; further: potency means the concentration at half of the fitted maximal effect
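U2OS cells stably expressing ubiquitin(G76V)-GFP, seeded overnight in 0.5% FBS medium, were exposed to compounds (qHTS, 46 uM to 2.9 nM) for 4 hr at 37 °C. GFP-positive cells were counted by laser cytometry (488 ex/515 em), normalized between basal and 10 uM MG-132.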
ERK AVP inh: vasopressin-driven ERK pathway inhibition. HEK293-V1b, vasopressin-stimulated pERK AlphaScreen. Potency, µM (titrated, usually from 57.5 µM), without a hit: top-dose activity, negative = inhibition, actives largely listed as inhibitors. 0.99% of 72,000 active; further: potency means the concentration at half of the fitted maximal effect; on the % scale 0 is the no-effect control and ±100 the full control effect; nearly all actives have a fitted effect of over 55% in size
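qHTS, compounds titrated on V1b-expressing HEK293 cells. Preincubation 30 min at 37C, vasopressin 25 nM for 5 min, lysis 10 min, bead incubation 5 hr at room temperature.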
Epigenetic mod: epigenetic modulators derepressing GFP locus in mouse cells | AID 597 | 0.09% of 68,000 active | Potency, µM (series often up to 46.1 µM), for inactives: top-dose GFP derepression (activation) | mouse C127i GFP locus derepression, cytometry, 30 h; further: % of control where 0% means no effect
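Locus derepression in mouse mammary C127i cells whose integrated CMV-GFP reporter is normally silent; GFP expression after 30 h compound treatment was quantified by counting fluorescent cells.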
Active calls of the source: *; i = inactive; ? = inconclusive; nt = not tested or not shown; & = joins results of further samples; [ ] = dose if it differs, or a comment. Unless noted, the call rests on the fitted dose curve; in most records, active means well fitted curve in the direction sought with a large enough effect; inconclusive means small, poorly fitted or top-dose-only effect, or another doubt; inactive means no such curve, though single readings can be large; an effect the other way counts as inactive or inconclusive. A portion of the library (hit frequency here may not be typical).

SMILES,CRE Fsk mod,15-hLO inh,HBB splice mod,Epigenetic mod,ERK AVP inh,Hsp90 Hop PPI,Luciferase inh,Tau fil binding,HADH2 inh,UbGFP stabilizer,Pol III holo inh
COc1ccc(NC(=O)CC2CCCCC2)cc1OC,25%[7.6 µM],-6%[11.4 µM],0.0%[0.0738 µM],0%,-20%,-3%[11 µM],-1%,-1%[11.4 µM],6%[11.4 µM],-3%[9.17 µM],-8%[11.4 µM]
CCn1c(SCc2nc3ccccc3[nH]2)nnc1-c1cccs1,?,5%,1.2%[1.84 µM],-4%,-14%,-4%,4%,2%,9%,18%,2%
O=C(CCn1c(=O)oc2ccccc21)NCCCN1CCN(c2ccc(F)cc2)CC1,?,3%,1.8%,1%,2%,-2%,0%,6%,6%,-4%,-1%
O=C(CCn1c(=O)oc2ccccc21)N1CCCCCC1,0%,1%,1.6%,-3%,10%,-4%,-2%,1%,7%,-9%,-10%
COc1ccc2sc(NC(=O)c3ccco3)nc2c1,-4%,-10%,-0.3%,0%,13%,-2%,7.9µM*,-6%,-20%,4%,-3%
CCOC(=O)CNC(=O)c1nn(-c2ccc(OCC)cc2)c(=O)c2ccccc12,?,-6%,-0.1%,-1%,6%,6%,-3%,-4%,-2%,-8%,-1%
COc1ccc(OCC2CNC(=O)O2)cc1 (centres undefined),-3%,6%,nt,-1%,12%,-4%,0%,-11%,11%,2%,-8%
O=c1c(-c2cccs2)nc2cnc(Oc3cccc(Cl)c3)nc2n1C[C@H]1CCCO1,?,-21%,0.6%,8%[9.22 µM],28%,?,0%[11.4 µM],-8%,107%[activator],2%,4%
CS(=O)(=O)N(CC(=O)N1CCN(Cc2ccc3c(c2)OCO3)CC1)c1ccc2c(c1)OCO2,-2%,9%,-1.2%,-1%,-11%,3%,3%,-4%,8%,0%,6%
O=C(O)COc1ccc2c(c1)CCCC2,?,?,-2.0%[0.0738 µM],0%,29%,-2%[11 µM],1%,-7%[11.4 µM],-1%[11.4 µM],3%[9.17 µM],-8%[11.4 µM]
Cc1ccc(NC(=O)N(Cc2ccco2)C(C)c2ccco2)cc1C (centres undefined),0%,-6%,-1.2%,-1%,24%,6%,1%,13%,-10%,14%,-2%
O=C(Nc1nc2ccccc2n1CCN1CCCC1)C1CCCCC1,-8%,-3%,-1.1%,3%,-11%,-2%,1%,-4%,8%,1%,-4%
CCOC(=O)c1cnn(CCOC(=O)C2CC2)c1NC(=O)C1CC1,-2%,4%,-0.5%,0%,6%,4%,-1%,-2%,-2%,-3%,-4%
COc1cc(=O)n(C)c2cc(N(C)C)ccc12,?,7%,0.7%[0.369 µM],2%,-19%,-6%,-3%,3%,25µM*,-3%,-8%
Cc1cc(O)c(NC(=O)c2ccco2)cc1C,-4%,-3%,-1.0%,0%,-13%,-2%,-15%,-7%,-13%,15%,0%
COc1ccccc1N(CC(=O)N1CCCCCC1)S(C)(=O)=O,?,16%[11.4 µM],-1.8%[0.0738 µM],3%,-22%,-2%[11 µM],3%,-6%[11.4 µM],6%[11.4 µM],-5%[9.17 µM],-4%[11.4 µM]
CSc1nc2c(c(=O)n1-c1ccccc1)SCC2,8%,5%,-0.7%,0%,17%,-3%,0%,-1%,2%,-2%,0%
COc1ccc2c(c1OC)C(=O)N(c1ccccn1)C2,10µM*,4%,2.5%[1.84 µM],2%,3%,?,?,52%,?,0%,-1%
COCC(=O)O[C@]1(CCN(C)CCCc2nc3ccccc3[nH]2)CCc2cc(F)ccc2[C@@H]1C(C)C,-12%,?,-0.4%,2%,20µM*,?,2%,75%,22%,-1%,-10%
COc1cc(C2N(c3ccccn3)C(=O)C3CCCN32)cc(OC)c1OC (centres undefined),-1%,1%,-1.8%,4%,-6%,-2%,-1%,2%,5%,6%,-1%
Cc1ccc(S(=O)(=O)NCCN=C(CN2CCCC2)NS(=O)(=O)c2ccc(C)cc2)cc1,?,-8%,-2.1%,0%,14%,-3%,8%,0%,9%,-4%,-2%
O=C(Cc1c(O)c2ccccc2[nH]c1=O)NC1CCCCCCC1,10%,-23%,-0.6%[57.5 µM],6%,10%,-3%,-3%,-12%,-21%,-4%,-5%
NCCCCNCCCN,?,-10%,0.4%,0%&-2%,30%&6%&2%,-2%&-5%,-4%&-4%,-27%&-7%,-1%&12%,3%&2%,1%&-2%
COc1ccc(NC(=O)c2cc(-c3cc(C)cc(C)c3O)n[nH]2)cc1Cl,?,-23%,2.2%[57.5 µM],4%,?,4%,-22%,i,-16%,6%,-1%
Cc1sc2nc(C3CC3)nc(NCCNS(C)(=O)=O)c2c1C,?,?,0.0%[57.5 µM],-2%,-1%,-2%,-4%,4%,-3%,-5%,-2%
COC(=O)c1cccc(NC(=O)CN2CCN(Cc3ccccc3)CC2)c1,-2%,-3%,0.6%,3%,-5%,-4%,6%,-12%,?,-5%,-2%
NC(=O)CS(=O)(=O)c1nc2ccccc2n1Cc1ccccc1F,?,8%,0.6%,8%,-15%,0%,-1%,14%,10%,-5%,-5%
O=C(CN(C1CCCCC1)S(=O)(=O)c1ccc(F)cc1)NC1CC1,?,15%[11.4 µM],-1.2%[0.0738 µM],?,11%,-5%[11 µM],2%,-14%[11.4 µM],0%[11.4 µM],22%[9.17 µM],1%[11.4 µM]
O=C(CSc1nnc(-c2ccccc2)o1)c1nnc(-c2ccccc2)o1,?,20µM*,-0.2%,0%,-29%,-19%,0%,4µM*,?,0%,0%
C=CCNc1nc(C2(C)CC3(CC(C)OC3=O)C(=O)O2)cs1 (centres undefined),-7%[7.6 µM],-3%[11.4 µM],0.5%[0.0738 µM],2%,-6%,-4%[11 µM],-1%,19%[11.4 µM],-3%[11.4 µM],-6%[9.17 µM],-8%[11.4 µM]

Next section:
SMILES,CRE Fsk mod,15-hLO inh,HBB splice mod,Epigenetic mod,ERK AVP inh,Hsp90 Hop PPI,Luciferase inh,Tau fil binding,HADH2 inh,UbGFP stabilizer,Pol III holo inh
CCCNC(=O)Nc1ccccc1C(=O)Nc1ccc(OC)cc1,8%,-2%,-0.6%,8%,-3%,0%,-10%,-4%,3%,-8%,-5%
CCN1CCN(CC(=O)Nc2sc3c(c2C#N)CCC(C)C3)CC1 (centres undefined),4%,2%,-0.2%[57.5 µM],-1%,-6%,-3%,-1%,10%,22%,-1%,-2%
CC(C)Oc1ccc2nnnn2n1,-6%,3%,0.3%,6%,-3%,-4%,1%,1%,3%,-1%,-3%
CCn1cnc2c1c(=O)n(CC(=O)N1CCc3ccccc31)c(=O)n2Cc1ccccc1,-14%,10%,-0.4%[57.5 µM],-1%,-11%,-3%,5%,-2%,27%,-3%,-4%
O=C1CCCc2c1nc(-c1ccco1)n2O,13%,10%,1.1%[0.369 µM],8%,3%,-3%,-1%,0%,?,-1%,-13%
CC(=O)Nc1ccc(NC(=O)Cn2cnc3c(cnn3C(C)(C)C)c2=O)cc1,?,-7%,1.3%,2%,-7%,0%,0%,-4%,11%,-5%,-3%

Retrieved by structure from the list above:
SMILES,CRE Fsk mod,15-hLO inh,HBB splice mod,Epigenetic mod,ERK AVP inh,Hsp90 Hop PPI,Luciferase inh,Tau fil binding,HADH2 inh,UbGFP stabilizer,Pol III holo inh
CCn1cnc2c1c(=O)n(CC(=O)N1CCc3ccccc31)c(=O)n2Cc1ccccc1,-14%,10%,-0.4%[57.5 µM],-1%,-11%,-3%,5%,-2%,27%,-3%,-4%
O=C1CCCc2c1nc(-c1ccco1)n2O,13%,10%,1.1%[0.369 µM],8%,3%,-3%,-1%,0%,?,-1%,-13%
CC(C)Oc1ccc2nnnn2n1,-6%,3%,0.3%,6%,-3%,-4%,1%,1%,3%,-1%,-3%
CCN1CCN(CC(=O)Nc2sc3c(c2C#N)CCC(C)C3)CC1 (centres undefined),4%,2%,-0.2%[57.5 µM],-1%,-6%,-3%,-1%,10%,22%,-1%,-2%
